# Lung fibro prol: blocks proliferation of human lung fibroblasts. LL 47 human lung fibroblast viability, ATP luminescence; active compounds read low. viability, % at 10 µM. hit rate 1.1% among 85,000. AID 719;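 active means viability at or below 50% in the single dose screen; inactive means viability above 50%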;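 further: compound exposure lasted 72 h before the ATP readout; 100% = median luminescence of untreated cell-only wells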
#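 Times – overnight cell rest, 72 h compound treatment at 37 °C · Test system – human lung fibroblast line LL 47, low passage · Amount – 1,150 cells in each well · Controls – cell-only wells, no compound · Doses – 0.1% DMSO in all compound wells · Measured by – CellTiter-Glo luminescence · Buffer or medium – IMEM plus 15% FBS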
# HUVEC inhibit: human endothelial cell proliferation inhibition | HUVEC proliferation, CellTiter-Glo luminescence, 72 h; active compounds read low | viability, % at 10 µM (by protocol) | hit rate 1.1% among 86,000;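 active means viability at or below 30%; inactive means viability above 30%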;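 further: 100% = median luminescence of DMSO-only cell control wells on each plate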
# Pyk2 oligo antag: Pyk2 (human) oligomerization antagonism; hit rate 0.83% among 99,000; z-score (the deposit names both 25 µM and 10 µM); Q293 cells, Pyk2 FERM NanoBiT luminescence; active compounds read low;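 active means Z-score of -3 or lower, scaled per plate to the spread of control and sample wells; inactive means z-score above -3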;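 further: negative z-score means lost luminescence so less FERM oligomerization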
# Target sequence (Q14289 whole entry, looked up): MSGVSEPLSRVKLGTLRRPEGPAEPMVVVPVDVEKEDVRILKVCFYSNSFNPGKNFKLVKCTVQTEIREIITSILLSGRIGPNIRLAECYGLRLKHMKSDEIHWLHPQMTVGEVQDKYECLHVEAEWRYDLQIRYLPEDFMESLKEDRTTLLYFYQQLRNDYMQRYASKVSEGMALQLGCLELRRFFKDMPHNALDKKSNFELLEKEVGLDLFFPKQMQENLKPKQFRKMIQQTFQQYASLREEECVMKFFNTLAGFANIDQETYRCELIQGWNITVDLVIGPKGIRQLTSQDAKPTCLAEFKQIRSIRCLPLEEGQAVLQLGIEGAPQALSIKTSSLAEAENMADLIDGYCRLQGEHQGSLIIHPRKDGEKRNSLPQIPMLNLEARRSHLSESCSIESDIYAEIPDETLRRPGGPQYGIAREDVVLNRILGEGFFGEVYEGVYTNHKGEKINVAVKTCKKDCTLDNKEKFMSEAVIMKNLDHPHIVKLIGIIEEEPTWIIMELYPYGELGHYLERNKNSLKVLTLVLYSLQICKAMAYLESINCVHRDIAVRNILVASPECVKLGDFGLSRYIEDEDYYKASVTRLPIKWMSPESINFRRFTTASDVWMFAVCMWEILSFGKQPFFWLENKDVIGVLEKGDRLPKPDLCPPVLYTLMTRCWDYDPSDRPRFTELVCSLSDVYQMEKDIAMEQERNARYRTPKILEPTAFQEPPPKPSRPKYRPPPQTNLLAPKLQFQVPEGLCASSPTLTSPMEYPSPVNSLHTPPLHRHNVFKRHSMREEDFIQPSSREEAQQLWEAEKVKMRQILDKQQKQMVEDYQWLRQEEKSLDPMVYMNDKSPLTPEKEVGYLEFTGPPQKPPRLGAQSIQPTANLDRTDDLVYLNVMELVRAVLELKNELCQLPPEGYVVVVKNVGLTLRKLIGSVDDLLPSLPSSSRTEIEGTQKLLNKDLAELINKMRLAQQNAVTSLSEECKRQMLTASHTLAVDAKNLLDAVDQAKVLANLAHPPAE
# F-actin modifier: cytoskeleton assembly modification. HUVEC TNFa F-actin phalloidin imaging, high content. inhibition, % at 2 µM. hit rate 0.18% among 91,000;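 active means inhibition above the batch mean plus 3 SD and confirmed as a hit by visual image inspection, cut at about 30% in these data, passing the limit was not always enough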; further: strong numbers were not always called active
# HUVEC tox TNFa: toxic to HUVEC cells under TNF alpha stimulation; cell count reduction, % at 2 µM; HUVEC TNFalpha-stimulated, Hoechst cell count, imaging; hit rate 0.17% among 93,000;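 active means cell count reduction exceeding the screen mean by over 5 SD, scaled to untreated wells per plate, cut at about 78% in these data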;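 further: cells counted after 24 h of TNF alpha exposure following the 1 h pretreatment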
# H69AR inhibit: blocks growth of human H69AR lung tumor cells. H69AR lung tumor viability, ATP luminescence, 72 h; active compounds read low. viability, % at 10 µM. hit rate 6% among 85,000. AID 598;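 active means viability at or below 40%; inactive means viability above 40%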;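 further: multidrug resistant small cell line overexpressing MRP-1 efflux transporter; 100% = mean luminescence of untreated control wells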
# Smad3 FoxH1 inh: Smad3 (human) transcription factor binding inhibition. AID 630. P84022. inhibition, % at 25 µM. hit rate 0.29% among 88,000. TR-FRET Smad3/Dy647-FoxH1 peptide binding, europium anti-His;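 active means compounds that reduce the energy-transfer binding signal between the protein and its labelled peptide by more than half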;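 further: 0% = Smad3 plus labelled peptide maximal FRET and 100% = peptide-only background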
# HUVEC tox IL1B: toxic to HUVEC cells under IL-1B stimulation | AID 845 | HUVEC cell count loss, Hoechst imaging, IL-1B stimulated | hit rate 0.41% among 94,000 | cell count reduction, % at 2 µM;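 active means cell count reduction more than 3 SD above the screen-wide mean, cut at about 70% in these data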;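 further: normalized per plate to untreated control cells as the no-loss baseline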
# VCAM1 TNFa inh: reduces TNF alpha induced VCAM1 expression in HUVEC; inhibition, % at 2 µM; HUVEC TNFa-induced VCAM-1 immunofluorescence, high-content imaging; AID 802; hit rate 0.48% among 95,000;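 active means inhibition above the batch mean plus 3 SD, with images confirmed as a hit by eye, cut at about 37% in these data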;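 further: 0% = TNF-stimulated DMSO wells and 100% = unstimulated control wells; not every result past the cut was called active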
# The depositor's hits bear a star; nt = no result given; [ ] = another dose, or the depositor's remark. This is a subset. The share of hits here may be higher or lower than overall.
molecule	VCAM1 TNFa inh	HUVEC tox IL1B	H69AR inhibit	Pyk2 oligo antag	HUVEC inhibit	Smad3 FoxH1 inh	F-actin modifier	HUVEC tox TNFa	Lung fibro prol
COc1ccc(S(=O)(=O)N2CCC(C(=O)NCC(c3cccs3)N(C)C)CC2)cc1 (stereo not drawn)	12	-13	91	1.6	94	4	38	-19	100
COc1cccc(COc2nc3c(c(=O)n(C)c(=O)n3C)n2C)c1	6	12	78	1.2	97	-1	7	-13	98
Cc1c(N=C2NC(=O)C(CC(=O)Nc3ccccc3)S2)c(=O)n(-c2ccccc2)n1C (stereo not drawn)	-22	-12	91	-0.76	96	6	0	-6	91
Cc1noc(C)c1CSc1nnc(C)c(=O)[nH]1	-8	-16	93	-1.6	102	9[fluorescence artefact?]	-3	21	91
CCOC(=O)c1ccc(S(=O)(=O)NC2CCCCCCC2)n1C	-2	28	91	-0.85	104	6	-12	nt	92
c1ccc(CN2CN=C(Nc3nc4ccccc4s3)NC2)cc1	20	-3	74	0.31	99	-6	4	-13	93
O=C(NCC1CCCO1)c1ccc(S(=O)(=O)N2CCC(c3nc4ccc(Cl)cc4[nH]3)CC2)cc1 (stereo not drawn)	-21	-30	36*	0.77	68	8	-20	-25	64
CCCn1nnc(NC(=O)c2ccc(-c3cccc(Cl)c3)o2)n1	-30	-13	62	0.54	85	12	33	14	108
COC(=O)c1ccc(/C=N\n2c(C)nnc2C)cc1	-8	-42	100	2.7	105	11	-22	13	99
CCCn1c(N)c(C(c2ccc(C(=O)OC)cc2)N2CCN(c3ccccc3)CC2)c(=O)[nH]c1=O (stereo not drawn)	-1	-9	89	-0.39	94	2	-19	-19	99
CCn1c2ccc(Cl)cc2c2nc3ccccc3nc21	0	-6	60	nt	82	11	-8	4	88
Cc1ccc(CNC(=O)c2cc3c(=O)n(C)c4ccccc4c3n2C)cc1	6	0	86	nt	93	12[fluorescence artefact?]	7	2	98
Clc1ccc(Oc2nc(N3CCOCC3)nc(N3CCOCC3)n2)c(C2CCCCC2)c1	10	9	74	0.43	91	-3	-2	6	101
CC(OC1=CC(=O)CCC1)C(=O)c1ccccc1 (stereo not drawn)	-4	-13	102	0.84	110	1	5	7	104
COC(=O)C1=C(C)Nc2nnnn2C1c1ccccc1Cl (stereo not drawn)	1	-5	89	-0.81	98	-1	-1	-4	96
O=C(NC1CCCCC1)N(CCN1CCOCC1)Cc1cc2cc3c(cc2[nH]c1=O)OCCO3	1	-13	80	0.69	85	-1	33*	-45	87
CN(C)c1oc(-c2ccc(OCc3ccccc3)cc2)nc1C#N	-6	-91	90	2.6	114	-11	23	-17	107
CCOC(=O)C1=C(O)C(=O)N(c2ccc(S(N)(=O)=O)cc2)C1c1ccc(Cl)cc1 (stereo not drawn)	8	9	105	-0.43	99	-15	-1	-10	103
CC(/C=C/c1ccccc1)=N/NC(=O)c1cnccn1	-7	-8	93	0.4	104	12	3	nt	108
N#CC12CCCCC1CC1CCCCC1(C#N)N2CCO (stereo not drawn)	-33	2	88	-0.59	100	-3	12	-7	96
O=C(CC1C(=O)N(c2ccccc2)C(=O)N1C1CCCCC1)Nc1ccccc1 (stereo not drawn)	22	15	113	-1.2	114	-9	-19	7	106
CC(C)Nc1nc(C#N)nc(NC(C)C)n1	15	-35	99	1.1	110	-3	-14	-12	96
N#Cc1cc2c(nc1SCC(=O)N1CCOCC1)CCCCC2	14	-1	87	-0.75	98	7	-11	-11	96
COc1ccccc1NC(=O)Cn1cnc2c(cnn2-c2ccccc2)c1=O	nt	-33	100	0.66	100	-3	4	nt	97
Cc1ccc(NC(=O)CN2C(=O)N/C(=C/c3ccc(C)o3)C2=O)cc1	-20	-80	nt	0.06	nt	nt	-23	-42	nt
Cc1ccc(-c2csc(NC(=O)CSc3ncn(-c4ccccc4)n3)n2)cc1	-7	0	68	-0.12	103	-2	-7	-8	100
Cc1ccc(C2=NC(C)(C)N=C2SCC(=O)Nc2ccc(Cl)cc2)cc1	-6	nt	92	-0.25	90	6	0	-7	93
COc1ccc(N2CCN(C(=O)CSc3nnc(C)c(=O)[nH]3)CC2)cc1	5	-10	88	1.3	81	2	-28	-18	93
O=C(CSc1nnc(Cc2csc(Nc3cccc(Cl)c3)n2)o1)N1CCc2ccccc21	-2	2	84	-0.79	70	4	-12	-18	102
CCOC(=O)c1c(CN2CCN(C)CC2)oc2ccc(O)cc12	-21	-4	92	0.7	90	-2	19	-21	93
COc1ccccc1NC(=O)NCCN1C(=O)C2C3C=CC(C3)C2C1=O (stereo not drawn)	-8	7	54	nt	107	14	-1	-15	115
Cc1c(NC(=O)c2cc3nc(-c4ccccc4)cc(C)n3n2)c(=O)n(-c2ccccc2)n1C	-7	10	86	-0.71	93	0	-4	-8	95
COC(=O)CCC(=O)NNC(=O)c1cccc(Cl)c1	-8	12	nt	0.01	nt	nt	-22	18	nt
CCCCCOc1ccc(OC(=O)c2ccncc2)cc1	-14	-64	60	-0.2	43	-1	-28	-10	82
CCOc1ccc(C(=O)NCCCN2CCCC2=O)cc1	0	6	86	-0.9	94	2	-10	6	101
COc1ccccc1NC(=O)C1CC(=O)N(c2ccc(F)cc2)C1 (stereo not drawn)	12	-50	97	-0.09	102	5[fluorescence artefact?]	-14	-12	107
COC(=O)c1sc2nc3c(cc2c1N)COC(C)(C)C3	4	-8	93	0.36	101	9	6	-11	104
O=S(=O)(NCCc1ccncc1)c1ccc(S(=O)(=O)N2CCCCCC2)cc1	5	-1	90	0.01	94	3	28	1	90
CC1(C)C(c2cccs2)=[N+]([O-])C2(CCCCC/C2=N\O)N1O (stereo not drawn)	-3	-28	103	0.1	87	2	-8	-2	89
CC(=O)Nc1ccc(OC(=O)C(CCS(C)(=O)=O)N2C(=O)c3ccccc3C2=O)cc1 (stereo not drawn)	nt	-7	87	0.46	94	4	nt	nt	89
CC(C)N(c1nnc(N)s1)C(C)C	8	-28	88	-0.11	82	-3	-3	1	85
CCOC(=O)CSc1nc2cc(OC)ccc2cc1C#N	-9	-16	96	0.68	73	15[fluorescence artefact?]	5	-29	85
Cc1cc(C)c(N=C2CCCN2Cc2ccccc2)c(C#N)c1	-2	23	103	-1.6	101	-11	3	-18	101
CC1CN(C(=O)c2ccc(CNS(=O)(=O)c3cccc(C(F)(F)F)c3)cc2)CC(C)O1 (stereo not drawn)	-4	0	82	0.22	98	2[fluorescence artefact?]	-11	-8	98
O=C(OCCN1CCOCC1)c1ccc(OCCN2CCOCC2)cc1	32	6	99	0.14	102	0	12	-15	95
Fc1ccc(-n2c(Cc3ccccc3)nnc2SCc2nc(-c3cccs3)no2)cc1	10	-24	59	-0.41	103	-22	4	0	102
CCN(CC)CCNC(=O)COc1ccc(Cl)cc1Cl	12	4	106	1.5	95	-7	5	-4	92
CCOc1ccc(CCNS(=O)(=O)c2c(C)n[nH]c2C)cc1OCC	1	0	88	0.37	104	0	-22	-17	101
Cc1ccccc1-c1nc(CN2CCC(C(=O)NCCCN3CCCC3)CC2)c(C)o1	-11	12	100	1.1	71	-14	-2	4	89
Cn1c(=O)c2cc(S(=O)(=O)NCCC(=O)NCc3ccccc3Cl)ccc2n(C)c1=O	-1	-11	88	0.25	93	6	-8	-1	103
O=S(=O)(c1ccccc1)N1CCC(O)(CSc2ccc(Cl)cc2)CC1	2	-32	nt	-2.3	nt	nt	45	-14	nt
CCOc1ccccc1NC(=O)CSc1nc(N)c(C#N)cc1C#N	-8	1	85	-0.06	77	17[fluorescence artefact?]	4	0	116
N#CC(c1nc2ccccc2nc1N1CCCCC1)S(=O)(=O)c1ccc(Cl)cc1 (stereo not drawn)	nt	nt	57	nt	57	2	nt	nt	100
Cc1ccc2cc(-c3noc(C4CCCO4)n3)c(=O)[nH]c2c1 (stereo not drawn)	-5	3	85	nt	93	9	4	-15	119
CCN1C(=O)C(Cc2nc3ccccc3c(=O)n2C)c2ccccc21 (stereo not drawn)	-18	-20	50	-1.1	85	-1	-19	-36	96
CN=C1SC(CC(=O)Nc2sc3c(c2C#N)CCCC3)C(=O)N1C (stereo not drawn)	27	6	21*	1	87	-7	22	-2	98
O=c1n(Cc2ccccc2F)c2ccccc2n1Cc1ccccc1F	-14	0	93	-2.4	93	2	31*	-13	83
Cc1ccc(Cl)cc1N1CCN(S(=O)(=O)c2cccc(S(=O)(=O)N3CCCC3)c2)CC1	nt	nt	95	-1.1	103	7	nt	nt	111
CCSC1=C(C#N)C(=O)n2c1cc1c2CCCC1	-19	-10	84	-0.5	71	3	-8	-13	92
Clc1ccc(-c2nn3c(-c4cccc(Cl)c4)nnc3s2)cc1	nt	nt	90	nt	82	-3	nt	nt	109

# Additional structures follow.
molecule	VCAM1 TNFa inh	HUVEC tox IL1B	H69AR inhibit	Pyk2 oligo antag	HUVEC inhibit	Smad3 FoxH1 inh	F-actin modifier	HUVEC tox TNFa	Lung fibro prol
COC(=O)c1[nH]c2ccc(F)cc2c1NC(=O)CCN1CCN(C(=O)c2ccco2)CC1	24	10	70	nt	104	0	-14	18	100
CN(C)CCOCCOc1ccccc1-c1ccccc1	18	-3	nt	-0.27	nt	nt	7	-5	nt
CC(C)CC(c1nnnn1CC1CCCO1)N1CCN(Cc2ccc3c(c2)OCO3)CC1 (stereo not drawn)	7	-16	84	0.44	97	4	12	-21	101
C=CCn1c(N)cc(=O)nc1SCC(=O)N1CCN(c2ccc(F)cc2)CC1	-10	-14	87	-0.22	103	-17[fluorescence artefact?]	-8	13	103
CC1(C)Oc2ccc3ccc(=O)oc3c2C(N2CCCCC2)C1O (stereo not drawn)	-1	0	98	-0.19	99	16	20	-4	103
CCC(C)(C)NC(=O)c1ccc2c(c1)N(CC(=O)OC)C(=O)C(C)(C)O2	-22	-22	66	-0.54	100	3	16	-18	97
CCOC(=O)C(O)(NC(=O)c1cccnc1)C(F)(F)F (stereo not drawn)	6	-68	92	-0.66	95	10[fluorescence artefact?]	9	-13	103
CN1CCCCCC1=Nc1ccccc1C#N	14	16	nt	1.3	nt	nt	-14	-29	nt
O=C(NC1(C(F)(F)F)Oc2ccccc2O1)N1CCCC1	6	-8	28*	1.3	65	-1	nt	-39	81
O=[N+]([O-])c1ccc(N2CCCC2)cc1NC(c1ccccc1)c1ccccc1	3	6	nt	-1.8	nt	nt	-7	-11	nt
COc1ccccc1OCC(=O)Nc1nnc(-c2ccco2)s1	-17	-82	101	0.98	87	1	nt	-32	98
CC(C)(C)c1cc(C(=O)N/N=C/c2ccc(F)cc2)n(-c2ccccc2)n1	-10	34	nt	-0.27	nt	nt	-4	18	nt
COc1ccc(NC(=O)COC(=O)c2c3c(nc4ccccc24)CCCC3)cc1Cl	-29	-9	nt	-4.6*	nt	nt	-3	-6	nt
COc1cccc(NC(=O)CSc2nc3c(c(=O)n2C)SC(C)C3)c1 (stereo not drawn)	nt	nt	60	nt	93	-1	nt	nt	85
COc1ccc(C(=S)N2CCOCC2)cc1OC(=O)c1cc([N+](=O)[O-])c(C)c([N+](=O)[O-])c1	8	4	nt	1.2	nt	nt	15	-23	nt
C=CCNC(=O)c1csc(-c2ccccc2)n1	5	-52	nt	0.19	nt	nt	-3	-10	nt

# Assay outcomes (PubChem)
